Compound activity from PubChem BioAssay.
PAFAH1B2 FP inh = inhibitors of human PAFAH1B2; P68402; recombinant PAFAH1B2, FP-rhodamine activity probe, fluorescence polarization; inhibition, % at 3.39 µM; 1.2% of 340,000 active; AID 492953;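 active = inhibition above the mean of all tested compounds plus 3 SD, cut at about 24% in these data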;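 also: 0% = enzyme with DMSO and 100% = wells lacking PAFAH1B2; many of its hits are not listed in these tables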
Target sequence (P68402 whole entry, looked up): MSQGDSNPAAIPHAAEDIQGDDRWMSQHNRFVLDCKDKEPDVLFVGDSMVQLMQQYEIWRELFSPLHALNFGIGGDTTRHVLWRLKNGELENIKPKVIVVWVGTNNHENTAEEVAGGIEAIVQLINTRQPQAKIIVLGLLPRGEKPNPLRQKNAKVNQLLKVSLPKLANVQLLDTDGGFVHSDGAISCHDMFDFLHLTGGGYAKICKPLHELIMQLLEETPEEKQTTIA
PAFAH1B3 inh = PAFAH1B3 (human) inhibition; Q15102; 0.28% of 340,000 active; recombinant PAFAH1B3, FP-rhodamine probe, fluorescence polarization; inhibition, % at 3.39 µM; AID 492972;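 active = inhibition above the screen-wide average of all tested compounds plus 3 SD, cut at about 25% in these data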;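 also: 0% = enzyme with DMSO only and 100% = wells lacking PAFAH1B3 protein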
Target sequence (Q15102 whole entry, looked up): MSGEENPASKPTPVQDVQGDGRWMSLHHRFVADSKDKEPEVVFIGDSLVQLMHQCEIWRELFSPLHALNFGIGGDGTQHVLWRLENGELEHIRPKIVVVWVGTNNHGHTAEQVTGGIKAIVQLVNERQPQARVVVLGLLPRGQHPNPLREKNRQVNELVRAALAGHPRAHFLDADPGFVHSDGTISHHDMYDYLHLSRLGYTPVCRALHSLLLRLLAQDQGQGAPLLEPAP
Active calls of the source: *. This is a subset. The share of hits here may be higher or lower than overall.

PAFAH1B2 FP inh	PAFAH1B3 inh	mol
2.8	8.7	Nc1cc2c(cc1Cl)-c1ccccc1C2=NO
13.7	5.7	O=C(Nc1ccccc1N1CCCCC1)c1cc(S(=O)(=O)N2CCOCC2)ccc1F
0.6	13.2	O=C(Nc1ccn(CCCN(CCCn2ccc(NC(=O)OCc3ccccc3)nc2=O)CCc2cc3ccccc3[nH]2)c(=O)n1)OCc1ccccc1
5.2	7.7	Cc1ccc(S(=O)(=O)N(C)c2ccc(OCC(=O)Nc3ccc(S(C)(=O)=O)cc3)cc2)cc1
3.2	0.0	COC(=O)c1nn(-c2ccccc2)c(Sc2ccc(C)cc2)c1/C=N/O
0.3	-0.9	COc1ccc(NN=Nc2ccc([N+](=O)[O-])cc2)cc1
10.1	0.3	C=CCn1c(=S)[nH]c2scc(-c3cccs3)c2c1=O
2.3	4.1	Cc1cc(C)cc(C(=O)NCC(=O)NCc2ccc(S(N)(=O)=O)cc2)c1
1.3	5.1	O=C(NNc1ccccc1)c1ccccc1
0.6	4.7	Cn1cc(C2OC(=O)c3ccccc32)c2ccccc21 (stereo not given)
-0.2	6.7	O=C(NC1CC1(c1ccccc1)c1ccccc1)c1ccccc1 (stereo not given)
1.8	-0.4	O=C(CC1Sc2ccccc2NC1=O)NNc1cccc(Cl)c1Cl (stereo not given)
-3.1	12.6	O=C(O)c1ccccc1C(=O)N1CCN(c2ncccn2)CC1
4.0	2.8	COc1ccc(C(=O)N2CCc3ccc(NC(=O)c4ccccn4)cc3C2)cc1F
5.8	7.6	Nc1ccc2ccccc2c1N=Nc1ccccc1
4.2	7.7	Cn1c(-c2ccccc2)c(C(=O)CCl)c2ccccc21
51.6*	20.6	Cc1cccc(C2C3=C(Nc4[nH]n(-c5ccccc5)c(=O)c42)c2ccccc2C3=O)c1 (stereo not given)
2.6	1.6	Cc1ccccc1C(=O)N1[C@@H](C(C)C)COc2cc(Br)ccc2S1(=O)=O
3.1	-2.6	CC(C)(C)OC(=O)N1CCCC(C(=O)Nc2ccc(C(=O)NC3CC3)cc2)C1 (stereo not given)
6.8	1.3	O=C1C2C3c4ccccc4C(c4ccccc43)C2C(=O)N1c1ccncc1 (stereo not given)

PAFAH1B2 FP inh	PAFAH1B3 inh	mol
4.1	0.6	CC(C)(C)C1CCC(CN2CCC(CN3C(=O)C(=O)NC[C@@H]3Cc3ccccc3)CC2)CC1 (stereo not given in full)
2.0	3.0	Cc1ccc(NC2CNC(=O)NC2=O)cc1C (stereo not given)
5.6	7.5	COc1ccc(-c2c(C)nc3c(-c4ccccn4)cnn3c2N)cc1
3.0	5.7	CC(=O)OCC1OC(COC(C)=O)(c2ccc(C)cc2)C(OC(C)=O)C1OC(C)=O (stereo not given)
2.2	5.9	N/C(=N\OS(=O)(=O)c1ccc2ccccc2c1)c1ccccn1
7.7	3.9	O=C(NCc1ccc2c3c(cccc13)C(=O)N2)c1cccs1
0.7	1.8	NCC1OC(n2cnc3c(N)ncnc32)CC1O (stereo not given)
3.9	9.6	O=C(CNC(=O)c1ccc(Cl)cc1Cl)OCC(=O)N1CCN(c2ccccc2)CC1
2.0	4.0	COc1ccc(Oc2c(OC)cc([N+](=O)[O-])c3ncccc23)cc1
3.6	12.9	COc1cc2c(cc1OC)CN(C1CCCN(Cc3cccc(C(C)=O)c3)C1)CC2 (stereo not given)
2.8	3.1	COc1ccc(C2C(=O)NN=C2C)cc1 (stereo not given)
-2.6	2.8	O=c1c2c3c(sc2nc2sc(CN4CCOCC4)cn12)CCCC3
5.4	6.4	CCOC(=O)C(Cc1ccc(O)c([N+](=O)[O-])c1)N1C(=O)c2ccccc2C1=O (stereo not given)
4.2	6.4	CC(C)Nc1ncnc2[nH]ncc12
0.9	0.1	CN(C)c1ccc(N=Nc2ccccc2C(=O)OCC(=O)Nc2ccccc2C(F)(F)F)cc1
1.4	4.5	CC1CC(C)C[N+](=C2C=C(N3CCCC3)CC(C)(C)C2)C1 (stereo not given)
7.6	8.2	CON(C)S(=O)(=O)c1cccc(C(=O)Nc2cccc(S(=O)(=O)NC3=NCCCCC3)c2)c1
3.5	1.2	Nc1ccc2c(c1)Cc1cc(Cl)c(Cl)cc1-2
2.9	0.8	Cc1ccccc1Nc1ccc2nonc2c1[N+](=O)[O-]
2.6	0.1	CN(C)c1ccc(C=C2C=CC=C2)cc1

PAFAH1B2 FP inh	PAFAH1B3 inh	mol
5.6	-0.7	COc1ccc(C(=O)CCC(=O)Nc2ccc(Cl)cc2)cc1
1.5	2.5	Cc1ccc2nc(NC3=NCN(Cc4cccnc4)CN3)nc(C)c2c1
0.7	-1.1	COc1ccc(Cl)cc1NC(=O)CN(C)C(=O)c1cc2c(s1)CCCC2
6.1	9.2	O=C(Nc1ccccc1)C(CCCCN1C(=O)c2ccccc2C1=O)N1C(=O)c2ccccc2C1=O (stereo not given)
1.1	6.9	COc1ccccc1N(C)S(=O)(=O)c1ccc(C(=O)Nc2ccc(C)cc2C)cc1
-0.1	12.0	O=C(NNC(=S)Nc1ccc(C(=O)O)c(O)c1)c1ccncc1
-2.0	7.5	COc1ccc(C2(c3ccc(OC)cc3)NC(=O)N(CC(=O)Nc3ccccc3C)C2=O)cc1
-4.2	5.2	CCCC(NC(=O)CCc1c(C)c2cc3c4c(oc3c(C)c2oc1=O)CCCC4)C(=O)O (stereo not given)
12.5	10.5	CCc1sc(/C=C(/C#N)C(N)=S)cc1[N+](=O)[O-]
3.0	1.6	Cc1cccc(-c2ccc3c(c2)C2CC3CCN2C)c1 (stereo not given)
0.1	9.7	COc1ccccc1CN1CCNC(=O)C1CC(=O)N(C)Cc1cnccn1 (stereo not given)
1.4	-0.8	COc1ccc(CCn2c(=N)c(C(=O)NCc3ccco3)cc3c(=O)n4ccccc4nc32)cc1OC
0.4	0.6	O=C(c1ccc(S(=O)(=O)Nc2ccccc2F)cc1)N1CCCC1
-2.2	1.9	C#CCOCCOCCOCCNc1nc(N2CCOCC2)nc(N2CCN(C(=O)Cn3cc(CCCCN)nn3)CC2)n1
-3.1	2.8	Cc1ccccc1S(=O)(=O)N1C[C@H]2CON(C)[C@H]2C[C@H]1c1cccc(N2CCOCC2)c1
0.2	5.0	Cc1cccc(C)c1-n1nnnc1SCC(=O)N1CCNC1=O
3.2	12.3	COc1cc(NCc2ccccc2O)c2ncccc2c1
23.5	31.4*	CC(=O)Nc1ccc(Nc2nc3ccccc3nc2NS(=O)(=O)c2ccc(Cl)c([N+](=O)[O-])c2)cc1
7.2	7.9	O=C(CNC(=O)OCc1ccccc1)NC1(C(=O)O)CCCC1
-0.7	1.3	CC(=O)c1ccc(N2CCN(C(=O)c3ccccc3SCC(=O)NCc3ccco3)CC2)c(F)c1

Complete entries, quoted from the list. Order of values: PAFAH1B2 FP inh, PAFAH1B3 inh
O=C(c1ccc(S(=O)(=O)Nc2ccccc2F)cc1)N1CCCC1 is listed as 0.4, 0.6
COc1ccc(Cl)cc1NC(=O)CN(C)C(=O)c1cc2c(s1)CCCC2 is listed as 0.7, -1.1
COc1ccccc1N(C)S(=O)(=O)c1ccc(C(=O)Nc2ccc(C)cc2C)cc1 is listed as 1.1, 6.9
CC(=O)c1ccc(N2CCN(C(=O)c3ccccc3SCC(=O)NCc3ccco3)CC2)c(F)c1 is listed as -0.7, 1.3
O=C(NNC(=S)Nc1ccc(C(=O)O)c(O)c1)c1ccncc1 is listed as -0.1, 12.0

Some of the entries so far, with values under each structure.
Screens in order: PAFAH1B2 FP inh	PAFAH1B3 inh
> COc1ccc(C2(c3ccc(OC)cc3)NC(=O)N(CC(=O)Nc3ccccc3C)C2=O)cc1
    -2.0	7.5
> CCCC(NC(=O)CCc1c(C)c2cc3c4c(oc3c(C)c2oc1=O)CCCC4)C(=O)O (stereo not given)
    -4.2	5.2
> CCc1sc(/C=C(/C#N)C(N)=S)cc1[N+](=O)[O-]
    12.5	10.5
> Cc1cccc(-c2ccc3c(c2)C2CC3CCN2C)c1 (stereo not given)
    3.0	1.6
> COc1ccccc1CN1CCNC(=O)C1CC(=O)N(C)Cc1cnccn1 (stereo not given)
    0.1	9.7
> COc1ccc(CCn2c(=N)c(C(=O)NCc3ccco3)cc3c(=O)n4ccccc4nc32)cc1OC
    1.4	-0.8
> O=C(c1ccc(S(=O)(=O)Nc2ccccc2F)cc1)N1CCCC1
    0.4	0.6

More structures:
PAFAH1B2 FP inh	PAFAH1B3 inh	mol
1.2	4.3	CC(C)OC(=O)C(C)Nc1n[nH]c(=S)[nH]c1=O (stereo not given)
6.0	7.6	Cc1ccc(CNC(=O)C2CCCN(S(=O)(=O)c3ccc(F)cc3)C2)cc1 (stereo not given)
-0.8	6.8	Nc1ncnc2c1ncn2C1CCCC(CO)O1 (stereo not given)
0.1	7.2	COc1ccc(CC(=O)O/N=C(\N)c2ccccn2)cc1OC
12.3	2.5	CC(=O)NCCC(=O)Nc1cc(S(=O)(=O)N2CCCCC2)ccc1Oc1cccc(C)c1
2.8	1.6	O=C1C2CCCCN2C(=O)N1CCCN1CCN(c2cccc(C(F)(F)F)c2)CC1 (stereo not given)
-1.9	6.2	S=C(NCc1cccs1)NCC1CCCO1 (stereo not given)
0.6	10.6	COc1cc(NC(=S)NN2CCOCC2)cc(OC)c1
2.2	2.6	CCN1CCN(c2ccc(S(=O)(=O)N3CCOCC3)cc2NC(=O)C2CCC(C(C)(C)C)CC2)CC1 (stereo not given)
3.5	8.8	COCCCn1c(C)cc(C(=O)COC(=O)C23CC4CC(CC(O)(C4)C2)C3)c1C
1.2	-1.4	Cc1cc(C(=O)NNC(=O)Cc2ccc(Cl)c(Cl)c2)c(C)o1
1.5	0.5	COc1ccccc1NS(=O)(=O)c1ccc(C(=O)NCCCN2CCOCC2)cc1
-0.4	2.7	CCC(=O)Nc1c(-c2ccc(Cl)cc2)c(=O)c2ccccc2n1C
5.9	5.3	COc1ccc(N(CC(=O)NC2CCS(=O)(=O)C2)S(=O)(=O)c2ccc(Cl)c(Cl)c2)cc1 (stereo not given)
10.9	-5.7	S=c1[nH]nc(-c2ccccc2)n1/N=C/c1ccc(Cl)cc1
-2.1	0.4	O=C1NC(=O)C(=Cc2ccccc2)N1
4.8	5.6	Cn1c(=O)c2[nH]c(SCCN3CCOCC3)nc2n(C)c1=S
0.4	8.3	Cc1cc(NC(=O)CCN2CCC(C)CC2)ccc1Br
3.7	-3.4	Cc1ccc(S(=O)(=O)N2CCOCC2)cc1NC(=O)COC(=O)CNC(=O)c1ccc(Cl)cc1Cl
0.8	-3.6	CC(Nc1ccc(Br)cc1)C(=O)Nc1cccc(S(=O)(=O)N2CCOCC2)c1 (stereo not given)

PAFAH1B2 FP inh	PAFAH1B3 inh	mol
2.6	-3.9	Cc1ccc(S(=O)(=O)N2CCN(C(=O)COC(=O)COc3ccc(Cl)cc3)CC2)c(C)c1
-3.6	2.6	Cc1cccc(-c2nnc(-c3cccc4ccccc34)o2)c1
2.1	-0.2	COc1cc(OC)c(C(=O)OCCCOC(=O)c2cc(OC)c(OC)cc2OC)cc1OC
9.4	8.6	Cc1ccc(S(=O)(=O)Cc2cn3cccnc3n2)cc1
3.2	11.3	Cn1c(=O)[nH]c2c(c1=O)CCO2
1.5	-4.4	Cc1cc(Cl)c2oc(C(=O)N(C)Cc3nccn3C)c(C)c2c1
4.1	7.3	CC1=CC(C)(C)NC(=S)N1c1ccc(N(C)C)cc1
0.2	1.4	O=S(=O)(c1ccccc1)N1CCN(Cc2ccccc2)c2ccccc21
-18.4	-17.9	O=[N+]([O-])c1ccc(C2=NN(c3ccccc3)C(c3ccco3)C2)cc1 (stereo not given)

2 entries from above, with each value named:
COc1ccc(-c2c(C)nc3c(-c4ccccn4)cnn3c2N)cc1
  PAFAH1B2 FP inh: 5.6
  PAFAH1B3 inh: 7.5

CC(=O)OCC1OC(COC(C)=O)(c2ccc(C)cc2)C(OC(C)=O)C1OC(C)=O (stereo not given)
  PAFAH1B2 FP inh: 3.0
  PAFAH1B3 inh: 5.7
